TWEAK-Fn14 inh – TWEAK-Fn14 signaling inhibition; TWEAK-stimulated Fn14 reporter cells, luciferase luminescence, 8 h; inhibition, % at 10 µM; hit rate 2% among 360,000; AID 1159606; in the data active = inhibition above about 50%
NR2E3 ag-1 – agonists of human NR2E3 nuclear receptor; inhibition of corepressor binding, % at 3.98 µM; hit rate 0.35% among 360,000; Q9Y5X4; AID 602229; CHO-S Gal4-NCOR/VP16-NR2E3 two-hybrid, luciferase;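 active = inhibition above the mean of all tested compounds plus 3 SD, cut at about 70% in these data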;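 also: 0% = DMSO with NR2E3 transfected cells and 100% = cells lacking NR2E3 construct; higher means lower luciferase signal from less NR2E3 corepressor binding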
Target sequence (Q9Y5X4 whole entry, looked up, the tested form may be a part): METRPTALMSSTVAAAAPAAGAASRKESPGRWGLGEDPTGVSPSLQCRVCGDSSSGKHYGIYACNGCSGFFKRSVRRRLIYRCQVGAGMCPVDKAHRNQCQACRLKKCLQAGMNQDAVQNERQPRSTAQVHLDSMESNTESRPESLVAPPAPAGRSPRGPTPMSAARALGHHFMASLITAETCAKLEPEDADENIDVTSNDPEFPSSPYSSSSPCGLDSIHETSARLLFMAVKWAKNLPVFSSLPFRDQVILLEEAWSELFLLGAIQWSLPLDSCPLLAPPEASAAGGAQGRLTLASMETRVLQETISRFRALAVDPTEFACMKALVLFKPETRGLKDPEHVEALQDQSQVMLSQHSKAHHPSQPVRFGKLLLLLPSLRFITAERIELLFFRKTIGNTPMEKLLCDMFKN
NR2E3 ag-2 – agonists of human nuclear receptor NR2E3; Q9Y5X4; GST-NR2E3/biotin-RetCOR TR-FRET, 1536-well; inhibition of corepressor binding, % at 4.78 µM; hit rate 0.12% among 320,000; AID 2300;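 active = percent inhibition above the cutoff of mean plus 3 SD of all tested compounds, set per screening campaign, cut at about 20% in these data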;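 also: 0% = DMSO wells and 100% = biotin wells as full block of FRET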
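Material: NR2E3–RetCOR corepressor complex / Amount: 1.35 nM GST-NR2E3 / Medium: Tris pH 7.5 / Compound: single nominal compound dose of 4.8 µM / Incubation: 5 h at 4 °C / Technique: TR-FRET, Eu(K)-anti-GST donor, streptavidin-D2 acceptor, ex 340, em 617/671 nm / Read-out basis: percent loss of FRET ratio relative to control wells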
HIF-2a inh – blocks HIF-2a reporter activity | hit rate 0.72% among 360,000 | 786-0 RCC cells HIF-2a reporter, luciferase luminescence, overnight | inhibition, % at 18.8 µM;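 active = inhibition of the luminescence signal of 40% or more relative to plate controls, in a single-dose primary screen at 18.75 µM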
iPSC survival up – increases survival of single human iPS cells; hit rate 0.044% among 360,000; hiPSC single-cell survival, ATPlite luminescence; 100% = ROCK inhibitor wells, 0% = DMSO; AID 602274; survival enhancement, % at 20 µM; in the data active = survival enhancement above about 18%;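 also: cells exposed to compounds for 16 hours before the ATP read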
aDG glyco up – alpha-DG glycosylation activation; Pro5-aDG cells, alpha-DG glycosylation AlphaScreen (IIH6); 0% Pro5, 100% B10-LARGE cell signal; activation, % at 10 µM; hit rate 0.22% among 360,000; AID 624168;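 active = activation of at least 8% versus controls, or a plate z-score of at least 8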;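 also: Pro5 are CHO cells carrying HIG-tagged alpha-DG that lacks glycosylation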
Peg3 promoter – inhibitors of Peg3 promoter. HeLa PEG-Prom luciferase reporter, luminescence, overnight. inhibition, % at 20 µM. hit rate 1.7% among 360,000;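 active = inhibition of at least 50% at 20 µM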
MITF TRPM1 inh – MITF TRPM1 promoter inhibition in SK-MEL-5 cells; hit rate 0.83% among 330,000; inhibition, % at 12.5 µM; SK-MEL-5 TRPM1 promoter luciferase, 24 h;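 active = mean inhibition across replicates of 60% or more, whatever share of single replicates reaches that level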; also: values of inactives mirror those of a sister screen read the other way
KKLEB cytotox – reduces viability of KKLEB cystic fibrosis airway cells. KKLEB CF airway cells viability, ATPlite luminescence, overnight; active compounds read low; cells stimulated with P. aeruginosa culture filtrate. activity change (cytotoxicity), % at 5 µM. hit rate 0.36% among 360,000. AID 602141;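 active = corrected activity change at or below -50% at 5 µM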
CF NFkB block – blocks PAF-induced NF-kB reporter in cystic fibrosis cells; KKLEB NF-kB-GFP reporter, GFP fluorescence overnight; inhibition, % at 5 µM; hit rate 0.86% among 360,000; AID 588850;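 active = at least 50% inhibition at 5 µM, scaled per plate between neutral and stimulator controls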;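 also: PAF is a Pseudomonas aeruginosa culture filtrate used as stimulus; plate controls were PAF-stimulated DMSO wells for no effect and unstimulated DMSO wells for full effect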
Shn3 inh set2 – inhibitors of Schnurri-3 3'UTR reporter in osteoblasts; hit rate 0.52% among 360,000; Clone20 osteoblast Shn3 3'UTR firefly luciferase, 24 h; inhibition, % at 12.5 µM;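 active = mean inhibition of at least 75% with every replicate also reaching 75%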;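 also: 0% = median of neutral control wells and 100% = pilot-screen positive control compound; some compounds past the cut are filed as inactive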
Active calls of the source: *; / = not tested or not shown.

No.	canonical_smiles	TWEAK-Fn14 inh	NR2E3 ag-1	NR2E3 ag-2	HIF-2a inh	iPSC survival up	aDG glyco up	Peg3 promoter	MITF TRPM1 inh	KKLEB cytotox	CF NFkB block	Shn3 inh set2
1	Cc1ccc(NC(=O)c2ncn(CCCNCCCc3ccccc3)n2)cc1C	0	-44	/	-33	-2.5	1.0	44	-20	-12	15	-20
2	O=C(O)c1nccnc1C(=O)Nc1ccc(S(=O)(=O)N2CCOCC2)cc1	-22	6	0	7	-0.3	0.0	3	-16	-9	-19	-60
3	CC1(C)NC(=O)N(CC(O)COc2ccccc2C(=O)Nc2ccccc2)C1=O (centres undefined)	14	-6	-4	5	1.2	-0.5	11	8	2	-17	-4
4	COc1ccc(C(=O)NCCc2nnc(SCc3nc4ccccc4c(=O)[nH]3)n2C)cc1	4	-18	4	14	2.6	-0.2	48	14	9	-2	-5
5	Cc1cc(C(=O)CSc2nnc(N)s2)c(C)n1CCc1ccc(Cl)cc1	20	8	1	-91	-1.7	0.3	-24	-31	7	0	-17
6	CCN1CCN(c2cc(N3CCc4ccccc4C3)c(F)cc2[N+](=O)[O-])CC1	9	7	-6	-20	-3.2	1.5	37	13	-20	19	34
7	O=C1c2ccccc2C(=O)N1CCCCN(C(=O)c1cccc([N+](=O)[O-])c1)c1ccc(Cl)cc1	11	-6	1	14	0.8	0.5	29	-5	2	-2	24
8	COc1ccc(NC(=O)CN2CCC(C)CC2)cc1	-6	-2	3	-91	4.5	-0.1	-24	2	2	5	-19
9	COc1ccc(S(=O)(=O)n2nc(OC(=O)c3ccc(C)cc3)cc2N)cc1	19	-5	1	14	1.8	0.0	6	12	-2	14	18
10	CCOC(=O)CSc1nc2cc(C(=O)N3CCC(C(N)=O)CC3)ccc2c(=O)n1-c1ccccc1	3	17	0	-6	-1.3	0.0	11	-11	15	-19	-25
11	Cc1ccc(CCC(=O)Nc2nccs2)o1	-16	-23	2	-43	1.5	-0.1	-44	-16	1	-3	-4
12	Cc1cc(NC(=O)COC(=O)c2ccc(NS(=O)(=O)c3ccc(C)c(C)c3)cc2)no1	14	15	3	11	-0.7	0.3	14	1	-8	6	-3
13	COc1ccc(C(=O)NCC(c2ccco2)N2CCCCC2)cc1S(=O)(=O)Nc1ccc(C)cc1 (centres undefined)	-6	6	/	12	0.1	-0.4	4	7	11	4	-15
14	O=C(Nc1nccs1)c1c(O)c2c([nH]c1=O)CCCC2	11	-38	-2	-218	-0.4	1.3	-273	-54	7	-8	-114
15	COc1ccc([C@@H]2C=C(C(=O)O)O[C@H](OCCCCO)C2)cc1	2	-12	-1	-4	1.0	-0.2	-14	2	11	0	-27
16	O=C1c2ccccc2N(Cc2ccc(Cl)cc2)C2=NCCN12	3	4	1	23	0.3	0.3	17	-7	-8	11	9
17	CCN(CC)C(=O)c1cccc2c1C(=O)c1ccccc1-2	0	6	3	9	-1.4	0.3	10	11	0	-7	-7
18	Cc1cc(S(=O)(=O)Nc2ccc(C(=O)NCCCn3ccnc3)cc2)ccc1F	11	9	1	9	-0.3	0.2	-8	1	6	9	-32
19	CC1(C)Cc2c(c(N3CCOCC3)nc3sc(C(=O)Nc4ccc(Cl)cc4)c(N)c23)CO1	-23	-13	6	-41	0.2	0.1	34	/	-20	4	16
20	Cc1ccc(CNC(=O)COC(=O)CCC(=O)c2cccs2)cc1	-6	2	-2	13	-0.5	-0.1	8	7	-23	12	1
21	Cc1nn(-c2ccccc2)c(N2CCCC2)c1/C=C1\N=C(c2ccc(F)cc2)OC1=O	6	-1	-1	15	1.4	-0.4	23	7	9	7	3
22	CCc1cccc(N(C(=O)c2csnn2)C(C(=O)NC(C)(C)C)c2ccncc2)c1 (centres undefined)	1	-11	5	12	-2.1	0.3	-1	10	-8	13	-16
23	CCOC(=O)CN1C(=O)N[C@@H](c2ccco2)C(C(=O)OC)=C1C	22	16	4	9	-0.4	0.7	-2	-1	-2	16	17
24	CCOC(=O)C1C(=O)CC(C)(O)C(C(=O)OCC)C1c1cc(Br)ccc1OC (centres undefined)	-7	6	-1	19	-0.8	-0.2	15	1	-18	8	9
25	COCC(=O)N(c1ccc(C(C)C)cc1)C1C=CS(=O)(=O)C1 (centres undefined)	6	-2	1	10	-0.7	-0.1	0	-11	6	-18	-6
26	O=C(Nc1nnc(C2CC2)s1)c1ccc(Cl)nc1	-6	-58	0	-191	0.1	0.1	-239	-42	4	-21	-111
27	Cc1ccc(C(=O)Nc2ccc(S(=O)(=O)N3CCOCC3)cc2)cc1	-9	20	0	0	2.9	0.1	-10	14	11	-4	6
28	CC(C)Oc1ccc(/C=C(/NC(=O)c2ccccc2)C(=O)NCCC(=O)O)cc1	-1	8	-4	19	3.3	0.3	17	8	0	-11	-6
29	O=c1[nH]cc(COCc2ccccc2)c(=O)[nH]1	-7	-6	1	1	2.4	-0.2	5	9	-12	0	-4
30	O=C(Nc1nc(-c2ccc(S(=O)(=O)N3CCCC3)cc2)cs1)c1ccco1	19	-19	3	-43	2.3	0.4	-23	-2	1	10	-4
31	N#CCSC1=Nc2ccccc2C2=NC(CCC(=O)N3CCN(c4ccccc4)CC3)C(=O)N12 (centres undefined)	-1	-10	2	-1	-0.6	0.0	21	13	10	12	8
32	O=C(COC(=O)c1cccc(S(=O)(=O)N2CCc3ccccc32)c1)Nc1ncc(C(F)(F)F)cc1Cl	-42	4	2	7	0.2	-0.1	10	13	7	-26	-9
33	COc1ccc(CNc2c(CO)cnc3c2cnn3C)cc1	-5	-23	-1	18	-0.4	0.0	-3	11	-62*	24	-2
34	Cc1ccc(-c2cnc(SCC(=O)N3CCCc4ccccc43)n2C)cc1	14	-16	-2	-63	-0.4	0.1	-28	-1	1	-10	-3
35	CC(C)(C)S(=O)(=O)c1nc2ccccc2s1	4	-21	-2	6	-0.9	0.3	-5	-11	-12	-1	7
36	O=C(O)c1ccc(-c2noc(-c3cccc(Cl)c3)n2)cc1	-17	-31	/	-201	-0.6	-0.1	-255	-91	-2	-8	-81

Entries listed so far containing a thiophene ring, fused or not, in the order listed:
No.	canonical_smiles	TWEAK-Fn14 inh	NR2E3 ag-1	NR2E3 ag-2	HIF-2a inh	iPSC survival up	aDG glyco up	Peg3 promoter	MITF TRPM1 inh	KKLEB cytotox	CF NFkB block	Shn3 inh set2
19	CC1(C)Cc2c(c(N3CCOCC3)nc3sc(C(=O)Nc4ccc(Cl)cc4)c(N)c23)CO1	-23	-13	6	-41	0.2	0.1	34	/	-20	4	16
20	Cc1ccc(CNC(=O)COC(=O)CCC(=O)c2cccs2)cc1	-6	2	-2	13	-0.5	-0.1	8	7	-23	12	1

The list continues.
No.	canonical_smiles	TWEAK-Fn14 inh	NR2E3 ag-1	NR2E3 ag-2	HIF-2a inh	iPSC survival up	aDG glyco up	Peg3 promoter	MITF TRPM1 inh	KKLEB cytotox	CF NFkB block	Shn3 inh set2
37	CCCCN1C2CCCC1CC(NC(=O)c1ccccc1Cl)C2 (centres undefined)	0	-34	-1	11	0.0	-0.1	15	10	18	-17	-16
38	C[C@H](NC(=O)c1nc[nH]c1C(=O)NC(c1ccccc1)c1ccccc1)C(=O)OCc1ccccc1	12	-5	2	-6	0.8	0.3	15	7	-21	-2	13
39	CCCOc1ccc(CCC(=O)N/N=C/c2ccco2)cc1	4	-8	5	8	0.7	0.0	7	/	-5	12	5
40	CC(=O)Nc1ccc(Nc2nc3ccccc3nc2NS(=O)(=O)c2ccccc2)cc1	11	-6	1	7	0.1	-0.1	9	-2	-2	-7	3
41	COc1ccccc1-n1c(SCC(=O)Nc2ccc(F)cc2)nc2c(c1=O)SCC2	22	-27	0	9	0.6	-0.2	11	10	-8	-3	15
42	S=C1CCC(c2ccc(Cl)cc2)=NN1c1ccccc1	0	11	2	15	3.4	0.0	25	-2	-17	0	3
43	CC1CC(C)CN(C(=O)CN(C)S(=O)(=O)c2ccc3c(c2)c(=O)n(C)c(=O)n3C)C1 (centres undefined)	2	-3	0	6	-0.3	0.0	6	-1	7	7	-23
44	CCOC(=O)C1(CC2CCCCO2)CCN(Cc2nc3ccccc3nc2C)CC1 (centres undefined)	18	7	4	16	-0.1	0.2	13	5	10	1	7
45	COC(=O)Nc1ccc(S(=O)(=O)NCc2ccccn2)cc1	-1	-5	4	11	-0.9	0.0	15	3	-6	-6	8
46	COC(=O)CN1C(=O)[C@H]2[C@@H](/C=C/c3ccccc3)N3C(=O)CN(Cc4ccc(-c5ccccc5)cc4)C(=O)[C@@]3(C)[C@H]2C1=O	0	7	/	21	-0.6	0.1	-4	-4	-6	-2	8
47	CCCCNC(=O)c1ccc(N2CCOCC2)c(NS(=O)(=O)c2ccc(OC)cc2)c1	-3	-8	1	6	-0.9	-0.2	32	5	7	8	22
48	O=C(CCC(=O)n1ncc2ccccc21)NCc1ccc(F)cc1	3	3	1	11	1.8	-0.3	15	/	-4	8	8
49	O=C(CCSCc1ccccc1F)NCc1cccnc1	13	-11	-1	16	0.1	-0.1	15	-1	9	-17	-2
50	COc1ccccc1N1C(=O)CC1(C#N)c1ccc(OCc2ccccc2)cc1 (centres undefined)	12	8	-2	8	-0.1	0.1	20	-4	10	-5	5
51	O=C(COC(=O)c1ccc[nH]c1=O)NCC12CC3CC(CC(C3)C1)C2	-13	-14	0	-15	0.7	0.0	-48	-7	12	-8	-13
52	COc1ccc(N(CC(=O)N2CCN(c3cccc(C)c3)C(C)C2)S(=O)(=O)c2c(C)n[nH]c2C)cc1 (centres undefined)	2	1	1	24	-0.1	0.0	24	10	6	4	-4
53	O=C(CCS(=O)(=O)c1ccc2c(c1)NC(=O)CO2)NCCc1ccc(Cl)cc1	8	-4	-3	9	-0.5	-0.3	1	-8	1	-8	-5
54	CCOC1=C/C(=C/c2c(N)n3nc(S(=O)(=O)CC)sc3nc2=O)C=CC1=O	-4	-16	-4	17	0.9	-0.3	5	-10	-4	-5	-80
55	Cc1nnc(SCc2cnc(-c3ccccc3)o2)[nH]c1=O	4	-40	-2	30	3.6	0.1	15	0	4	3	-12
56	C=CCNC(=O)c1ccncc1	0	-2	3	8	0.1	0.3	4	13	-5	10	-28
57	CN(C)CCCCOc1ccc(Br)cc1Cl	-24	-23	-2	-11	-0.2	0.3	-27	-20	-8	23	-11
58	COC(=O)Cn1cnc2c(nnn2-c2ccc(F)cc2)c1=O	7	-33	1	10	-0.1	0.1	3	/	13	-3	-41
59	Cc1cc(C)nc(N/N=C/c2ccccc2OCc2ccc(Cl)cc2)n1	-16	-19	0	-119	3.3	0.3	-170	-23	2	-4	-16
60	Cc1ccc(-c2nc3ccccc3c(=O)n2NC(=O)c2cccs2)cc1	-26	-17	-3	10	-0.7	0.1	6	8	-17	5	-12
61	Cc1oc(C(C)(C)C)c(CN2CCOCC2)c1C(=O)O	17	-3	1	12	0.4	-0.1	15	-5	9	-7	4

High-throughput results from PubChem BioAssay.
